Screening data as filed in PubChem BioAssay.
zfTRPN1 agonist – zebrafish TRPN1 (NompC) channel agonism. 220,000 tested, 0.18% active. HEK293 zebrafish TRPN1-YFP, Fluo-8 calcium fluorescence; 100% = response to 87 µM carbachol. activation, % at 3 µM;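 active means activation above its plate's cutoff, the mean activation of test wells on that plate plus 3 SD, cut at about 19% in these data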;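 further: 0% = DMSO alone and 100% = 87 µM carbachol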
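Material: zebrafish TRPN1-YFP in HEK293 cells. Doses: one dose of 3 µM, 0.3% DMSO. Incubation: dye 1 h 37 °C plus 30 min RT. Measured by: intracellular calcium fluorescence with Fluo-8.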
TRPML3 ag – agonists of human TRPML3 channel; HEK293 TRPML3-YFP, Fluo-8 calcium fluorescence; 100% = the carbachol control signal; activation, % at 3 µM; 220,000 tested, 0.29% active; AID 1448;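 active means activation above its plate's cutoff, the mean activation of the plate's test wells plus 3 SD, cut at about 12% in these data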;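 further: 0% = DMSO only wells and 100% = carbachol wells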
Target sequence (Q8TDD5 whole entry, looked up): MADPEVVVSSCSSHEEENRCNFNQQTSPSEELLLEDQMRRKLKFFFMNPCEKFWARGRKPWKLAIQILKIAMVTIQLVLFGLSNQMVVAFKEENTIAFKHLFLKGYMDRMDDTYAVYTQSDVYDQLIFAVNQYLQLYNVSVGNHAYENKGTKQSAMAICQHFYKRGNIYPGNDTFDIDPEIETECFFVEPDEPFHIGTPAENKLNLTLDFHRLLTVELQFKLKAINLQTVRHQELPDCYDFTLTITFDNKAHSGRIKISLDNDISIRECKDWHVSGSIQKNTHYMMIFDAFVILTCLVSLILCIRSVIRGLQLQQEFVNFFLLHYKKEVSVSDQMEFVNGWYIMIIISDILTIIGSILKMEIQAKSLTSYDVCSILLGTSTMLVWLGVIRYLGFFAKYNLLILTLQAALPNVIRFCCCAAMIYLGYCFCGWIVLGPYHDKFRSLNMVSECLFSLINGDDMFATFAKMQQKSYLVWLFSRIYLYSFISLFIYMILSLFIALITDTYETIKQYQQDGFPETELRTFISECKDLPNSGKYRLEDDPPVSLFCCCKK
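system = HEK293 cells stably carrying human TRPML3-YFP | doses = one concentration, 3 µM nominal, 0.3% DMSO | timing = dye loading 1 h 37 °C then 30 min ambient, 125 s read | detection = Fluo-8 calcium dye fluorescence, ex 470-495, em 515-575 nm | benchmarks = high control carbachol 87 µM, low control DMSO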
TNF necrop inh – TNF-alpha cell death inhibition in Jurkat FADD-/- cells; Jurkat FADD-/- TNF necroptosis rescue, ATP luminescence, 24 h; 0 = TNF only, 100 = no-TNF cells; activation (protection from cell death), % at 10 µM; 220,000 tested, 0.068% active;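 active means activation, meaning protection from cell death, of at least 50% relative to plate controls; inactive means activation below 50%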;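 further: necroptosis triggered by 40 ng/mL TNF-alpha added together with compound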
Starred values were filed as active, the others as inactive.

#	canonical_smiles	zfTRPN1 agonist	TRPML3 ag	TNF necrop inh
1	Cc1nc2ccccn2c1/C(O)=C1\C(=O)C(=O)N(CCCN(C)C)C1c1ccc(F)cc1 (stereo unspecified)	0.8	1.2	3.0
2	c1cc2c3c(cccc3c1)C(N1CCN(C3=Nc4cccc5cccc3c45)CC1)=N2	0.5	1.3	-17
3	Cc1ccccc1N1CCN(CCN2C(=O)CC(=C3c4ccccc4-c4ccccc43)C2=O)CC1	1.1	0.3	-1.1
4	CC1=CCC(C(C)(C)NC(=O)c2ccccc2)C/C1=N\O (stereo unspecified)	0.8	-0.1	-0.2
5	COc1ccc2c(C)nc(Nc3nc(C)cc(=O)[nH]3)nc2c1	1.3	0.7	-9.3
6	CCOP(=O)(OCC)C(C#N)=C1SCN(c2ccccc2)CS1	-0.6	0.0	-0.2
7	COc1ccc(OC)c(C2C(C(=O)c3ccc(C)o3)=C(O)C(=O)N2CCCN2CCOCC2)c1 (stereo unspecified)	0.5	0.1	-1.0
8	Cc1c(Cl)cccc1NC(=S)NCc1ccc(Cl)cc1	1.2	0.6	-3.4
9	O=C(CN(C(=O)c1ccc(Cl)cc1Cl)N1C(=O)C2C3C=CC(C3)C2C1=O)c1ccc(F)cc1 (stereo unspecified)	1.1	3.3	-2.8
10	COc1ccc(/C=C2\CCc3ccccc3C2=O)cc1Cn1nc(C)c(Br)c1C	-1.1	-0.7	-0.5
11	Cc1cccn2c(=O)c3cc(C#N)c(=N)n(Cc4cccnc4)c3nc12	0.7	0.7	-2.0
12	CCOC(=O)c1c(N)sc(C(=O)N2CCCC(C(N)=O)C2)c1C (stereo unspecified)	0.9	0.2	2.1
13	O=C(CN1CCN(C(=O)c2ccco2)CC1)Nc1ccc2c(c1)OCO2	2.9	1.1	-1.0
14	Cc1c(C=O)cnn1CCC(=O)O	-0.3	0.7	0.2
15	Cc1c2c(n3c(nc4ccccc43)c1C#N)N(Cc1cccnc1)CC2	0.1	0.5	-1.9
16	O=C(Cc1cccs1)Nc1nnc(COc2ccccc2)s1	-1.3	1.0	2.8
17	COc1ccccc1Nc1nc(-c2ccc([N+](=O)[O-])cc2)nc2ccccc12	1.0	0.7	-1.6
18	O=C(CN1C(=O)c2ccccc2C1=O)OCN1C(=O)c2ccccc2C1=O	-0.3	1.0	-0.7
19	CC1CN(C(=O)/C=C/c2cccc([N+](=O)[O-])c2)CC(C)O1 (stereo unspecified)	0.6	2.4	-0.8
20	COc1ccc(-n2c(=O)c3c4c(sc3n3c(C)nnc23)CCCC4)cc1	0.9	1.0	-0.7
21	Cc1ccnc(SCCn2c(N3CCOCC3)nc3c2c(=O)n(C)c(=O)n3C)n1	0.3	0.7	-1.2
22	O=C(C1CC(=O)N(C2CCCC2)C1)N1CCN(c2ccc(F)cc2)CC1 (stereo unspecified)	0.1	-0.2	-0.5
23	COc1ccccc1-c1coc2c(CN3CCN(CCO)CC3)c(O)ccc2c1=O	0.6	0.6	-1.1
24	Cc1cccc(C(=O)NCc2nnc(SCC(=O)N3CCN(c4ccccc4)CC3)n2C)c1	0.0	0.1	-1.2
25	CC(C)Oc1ccc(CSc2nnc3n(C)c(=O)c4c5c(sc4n23)CCCC5)cc1	-1.1	-0.3	-1.0
26	COc1ccccc1NC(=O)COc1ccc(C(F)(F)F)cc1[N+](=O)[O-]	1.8	0.3	-1.4
27	O=C(CSc1ccc2nnc(-c3ccc(F)cc3)n2n1)N1CCOCC1	0.8	0.4	-0.7
28	O=C(CCc1nc(-c2ccc(Cl)cc2)no1)OCc1ccc(Br)cc1	1.6	0.6	-0.3
29	CN(Cc1ccccc1)S(=O)(=O)c1ccc(S(=O)(=O)N2CCN(CCC#N)CC2)cc1	0.5	0.2	3.3
30	O=C1CCCC2=C1C(c1cccc(Br)c1)n1nc(-c3ccco3)nc1N2 (stereo unspecified)	2.2	0.0	-3.3

Nothing new here: 3 of the compounds above.
#	canonical_smiles	zfTRPN1 agonist	TRPML3 ag	TNF necrop inh
28	O=C(CCc1nc(-c2ccc(Cl)cc2)no1)OCc1ccc(Br)cc1	1.6	0.6	-0.3
29	CN(Cc1ccccc1)S(=O)(=O)c1ccc(S(=O)(=O)N2CCN(CCC#N)CC2)cc1	0.5	0.2	3.3
30	O=C1CCCC2=C1C(c1cccc(Br)c1)n1nc(-c3ccco3)nc1N2 (stereo unspecified)	2.2	0.0	-3.3

Next section.
#	canonical_smiles	zfTRPN1 agonist	TRPML3 ag	TNF necrop inh
31	CCC1(C)Cc2c(sc3c2c(=O)n(C)c2nnc(SCC(=O)c4ccccc4)n32)CO1 (stereo unspecified)	-0.2	0.2	-0.9
32	CC(NC(=O)COc1ccccc1)C1COc2ccccc2O1 (stereo unspecified)	-0.8	-0.9	-1.3
33	COc1cc(NS(=O)(=O)c2ccc(N/C=C\C(=O)c3ccc(C)cc3)cc2)nc(OC)n1	0.6	-0.2	-2.8
34	Cc1ccc(NS(=O)(=O)c2ccc(NC(=O)c3ccc(-c4ccccc4)cc3)cc2)c(C)c1	2.2	1.1	-4.2
35	CCCCCn1c(CN2CCN(C(=O)OCC)CC2)nc2c1c(=O)n(C)c(=O)n2C	0.6	0.2	-2.3
36	c1ccc(CC2CCN(c3nc(N4CCOCC4)nc(N4CCOCC4)n3)CC2)cc1	1.0	0.6	0.1
37	CCCCCCn1c(CN2CCN(C(=O)OCC)CC2)nc2c1c(=O)n(C)c(=O)n2C	-0.5	0.3	-1.9
38	C=CCOc1nc2c(c(=O)n(Cc3ccc(Cl)c(Cl)c3)c(=O)n2C)n1C	0.9	0.8	-0.8
39	Cc1ccc(-n2nc3c(N4CCN(c5ccccc5)CC4)nnc(C)c3c2C)cc1	0.0	-0.6	-0.5
40	COc1ccc(C(=O)Nc2cccc([N+](=O)[O-])c2)cc1Br	1.2	1.5	-1.6
41	Cc1cccn2c(=O)c3cc(C#N)c(=N)n(CCCN4CCOCC4)c3nc12	0.0	0.1	-4.1
42	CCc1nc(-n2[nH]c(=O)c3ccccc3c2=O)c2c3c(sc2n1)CCCC3	0.7	0.5	-1.7
43	O=C(Nc1ccc(OCC(F)(F)C(F)F)c(C(F)(F)F)c1)c1ccccc1	10	2.8	-2.4
44	O=C1c2ccccc2C(=O)N1Cc1cc(-c2ccc(Cl)cc2)no1	0.8	0.6	-0.7
45	CCCCCCCc1nc2c(=O)[nH]c3ccccc3c2o1	0.5	-0.1	-3.0
46	O=C1NC2CCCCC2NC1CC(=O)N1CCN(c2ccccc2)CC1 (stereo unspecified)	0.5	0.7	-0.7
47	O=C(CSc1nc2ccccc2c(=O)n1Cc1ccco1)NCc1ccccc1	1.2	0.0	-1.1
48	O=C1c2ccccc2-c2nc3ncnn3c(-c3ccccc3)c21	0.0	0.6	-0.8
49	CC(C)CNC(=O)c1cc2nc(C3CC3)cc(C(F)(F)F)n2n1	-1.6	1.0	-0.9
50	Cc1[nH]n(-c2ccc([N+](=O)[O-])cc2)c(=O)c1N=Nc1nc2ccccc2s1	1.0	0.6	-1.9
51	CCOC(=O)CNC(=O)C(Cc1ccccc1)NS(=O)(=O)c1ccc2c(c1)CCC(=O)N2 (stereo unspecified)	0.2	-0.4	-1.4
52	CC(NC(=O)Cc1cccs1)C(c1cccs1)N1CCN(c2ccccc2)CC1 (stereo unspecified)	-0.7	0.3	0.0
53	O=C(NCCCO)C12CC3CC(CC(C3)C1)C2	1.6	0.9	-1.1
54	CC(C)(C(=O)c1ccccc1)/[N+]([O-])=C/c1ccc(Br)cc1	-0.5	-0.1	-0.9

Molecules shown so far containing an NH in an aromatic ring (four):
#	canonical_smiles	zfTRPN1 agonist	TRPML3 ag	TNF necrop inh
5	COc1ccc2c(C)nc(Nc3nc(C)cc(=O)[nH]3)nc2c1	1.3	0.7	-9.3
42	CCc1nc(-n2[nH]c(=O)c3ccccc3c2=O)c2c3c(sc2n1)CCCC3	0.7	0.5	-1.7
45	CCCCCCCc1nc2c(=O)[nH]c3ccccc3c2o1	0.5	-0.1	-3.0
50	Cc1[nH]n(-c2ccc([N+](=O)[O-])cc2)c(=O)c1N=Nc1nc2ccccc2s1	1.0	0.6	-1.9

Entries by screen from the list.
Entries 47–53 in TNF necrop inh: -1.1, -0.8, -0.9, -1.9, -1.4, 0.0, -1.1
Entries 47–53 in zfTRPN1 agonist: 1.2, 0.0, -1.6, 1.0, 0.2, -0.7, 1.6
Entries 47–53 in TRPML3 ag: 0.0, 0.6, 1.0, 0.6, -0.4, 0.3, 0.9

An excerpt from above in order of their number in TRPML3 ag, smallest number first.
nr | mol | TRPML3 ag
47 | O=C(CSc1nc2ccccc2c(=O)n1Cc1ccco1)NCc1ccccc1 | 0.0
23 | COc1ccccc1-c1coc2c(CN3CCN(CCO)CC3)c(O)ccc2c1=O | 0.6
17 | COc1ccccc1Nc1nc(-c2ccc([N+](=O)[O-])cc2)nc2ccccc12 | 0.7

This is a subset, so the mix of outcomes need not match the whole.
